Rab9 prom act: activates the Rab9 promoter | Potency, µM (doses to about 9.22 µM), without a hit: at the highest dose activation, negative = inhibition, actives largely listed as activators | Huh7 Rab9 promoter-luciferase reporter, luminescence, 24 h | actives 2.8% (n = 320,000); also: potency is read from the fitted curve at half-maximal effect; % of control where 0% means no effect; nearly all actives have a fitted effect of over 60% in size
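Promoter activation is measured as luciferase luminescence in Huh7 cells stably transfected with a Rab9 promoter–luciferase construct, following 24 h compound exposure at 37 °C and 10 min reagent incubation at ambient temperature.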
p53 reactivator: restores transcriptional activity of mutant p53. H1299 p53-A138V BP100-luciferase reporter, luminescence, 24 h. Potency, µM (top dose mostly 92.2 µM), without a hit: at the highest dose activity change, positive = activation, usual class: activators. actives 0.063% (n = 320,000). AID 504706; also: potency is read from the fitted curve at half-maximal effect; % of control where 0% means no effect; nearly all actives have a fitted effect of over 45% in size
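p53-null H1299 cells stably carrying temperature-sensitive p53-A138V and a BP100-luciferase reporter were pinned with compounds (4-point, 1:5 series) and held 24 hrs at 37 deg C. Luminescence was read 10 min after detection reagent.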
BRCA1 expr act: activators of BRCA1 expression. Potency, µM (highest dose often 46.1 µM), inactives show top-dose activation, most hits filed as activators. MCF7-BRCA1-FFLuc reporter, luminescence, 48 h; response scale: scaled: vehicle 0%, 10 µM genistein 100%. AID 624202. actives 1.1% (n = 380,000); also: potency is read from the fitted curve at half-maximal effect; nearly all actives have a fitted effect of over 80% in size; some results filed as inactive show a strong effect at the top dose
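First, MCF7-BRCA1-FFLuc cells (2000/well) attach for 2 h; next, compounds are pin-added and incubated 48 h at 37 °C; finally, luciferase reagent is added and luminescence read after 15 min.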
Giardia killer: kills Giardia lamblia; activity change, % at 7.66 µM, hits read low; actives 0.15% (n = 340,000); Giardia lamblia trophozoite viability; in the data active = activity change below about -80%; inconclusive = between about -30% and that limit;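 also: parasites exposed to compound for two days anaerobically before the ATP read; % is scaled to controls: 0 for no effect and ±100 for the full control effect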
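Media and compound were dispensed first, then trophozoites at 100 cells/well; plates sat 48 hrs at 37 deg C without oxygen before ATP luminescence reagent was added and read after 15-30 min at room temperature.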
RORgamma inh: inhibitors of mouse ROR gamma transcriptional activity; P51450; Drosophila S2 Gal4-RORgamma UAS-luciferase reporter, 20 h; Potency, µM (titrated, usually from 53.6 µM), for inactives: at the top dose activity change, negative = inhibition, actives largely listed as inhibitors; actives 5.4% (n = 310,000); AID 2551; also: potency is read from the fitted curve at half-maximal effect; % is scaled to controls: 0 for no effect and ±100 for the full control effect; nearly all actives have a fitted effect of over 60% in size
Target sequence (P51450 whole entry, looked up, the tested form may be a part): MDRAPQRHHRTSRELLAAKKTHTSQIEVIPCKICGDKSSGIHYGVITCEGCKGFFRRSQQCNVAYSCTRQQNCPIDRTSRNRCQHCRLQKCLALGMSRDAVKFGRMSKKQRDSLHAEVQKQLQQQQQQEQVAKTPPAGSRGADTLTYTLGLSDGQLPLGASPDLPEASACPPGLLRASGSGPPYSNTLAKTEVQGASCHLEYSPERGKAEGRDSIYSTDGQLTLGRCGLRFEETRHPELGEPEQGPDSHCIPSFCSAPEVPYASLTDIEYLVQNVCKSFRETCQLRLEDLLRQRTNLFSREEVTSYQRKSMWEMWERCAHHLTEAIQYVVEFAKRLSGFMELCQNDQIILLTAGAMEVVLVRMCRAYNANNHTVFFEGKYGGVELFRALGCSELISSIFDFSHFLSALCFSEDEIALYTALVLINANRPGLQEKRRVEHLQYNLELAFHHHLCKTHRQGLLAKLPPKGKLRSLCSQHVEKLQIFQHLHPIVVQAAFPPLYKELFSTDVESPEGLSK
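Compounds are pin-transferred onto Drosophila Schneider cells expressing a copper-inducible Gal4–ROR gamma transactivation domain fusion. After 1 hr, copper sulfate is added to 700 uM final; luciferase is read 20 hr later.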
FLuc modulator: counter-screen for miR-21 project: firefly luciferase inhibitors or activators. Potency, µM (series often up to 57.5 µM), without a hit: top-dose activity change, negative = inhibition, hits mostly inhibitors. purified FLuc, Km substrates, luminescence inhibition. P08659. actives 6.9% (n = 360,000);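 also: potency is read from the fitted curve at half-maximal effect; plate controls were vehicle for no effect and reference inhibitor for full effect; nearly all actives have a fitted effect of over 55% in size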
Target sequence (P08659 whole entry, looked up): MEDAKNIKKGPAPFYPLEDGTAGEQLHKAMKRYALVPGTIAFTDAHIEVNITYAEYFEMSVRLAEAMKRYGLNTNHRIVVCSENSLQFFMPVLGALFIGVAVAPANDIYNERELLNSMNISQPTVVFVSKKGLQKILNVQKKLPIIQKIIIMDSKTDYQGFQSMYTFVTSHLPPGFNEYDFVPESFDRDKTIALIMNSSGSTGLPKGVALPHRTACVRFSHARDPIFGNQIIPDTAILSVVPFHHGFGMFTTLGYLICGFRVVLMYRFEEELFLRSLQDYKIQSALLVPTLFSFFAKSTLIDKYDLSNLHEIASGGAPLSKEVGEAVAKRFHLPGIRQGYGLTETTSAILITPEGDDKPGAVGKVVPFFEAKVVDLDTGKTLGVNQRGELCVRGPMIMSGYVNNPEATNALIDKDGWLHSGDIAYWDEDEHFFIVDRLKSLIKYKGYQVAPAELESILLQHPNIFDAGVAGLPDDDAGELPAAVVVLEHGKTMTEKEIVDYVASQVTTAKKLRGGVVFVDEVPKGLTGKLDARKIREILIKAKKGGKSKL
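Purified P. pyralis luciferase, 10 nM final, with Km-level 10 uM D-luciferin and 10 uM ATP in 50 mM Tris acetate pH 7.5, 10 mM Mg acetate, 0.01% Tween-20, 0.05% BSA; 6-point qHTS titration about 60 µM downward; luminescence read.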
Menin MLL FP TR: menin-MLL binding inhibition, Texas Red mutant peptide | Menin + Texas Red MLL mutant peptide, fluorescence polarization | Potency, µM (series often up to 61.6 µM), inactives show top-dose FP activity change, negative = inhibition, usual class: inhibitors | actives 0.23% (n = 270,000); active = well fitted inhibition curve with a large enough effect in the polarisation, with a control signal flat, not every such curve was filed as active; inconclusive = small, poorly fitted or top-dose-only effect, or effect the other way, or a change in a side signal; inactive = no such curve, though single readings can be large or run the other way; the % refers to the polarisation; also: potency is read from the fitted curve at half-maximal effect; % of control where 0% means no effect; many of its hits are not listed in these tables
PKM2 activator: activators of human pyruvate kinase M2; P14618; purified PKM2, Kinase-Glo ATP luminescence, activation; response scale: 0% is enzyme alone, no compound; Potency, µM (top dose mostly 57.5 µM), without a hit: at the top dose activation, hits mostly activators; actives 0.34% (n = 260,000); also: potency is read from the fitted curve at half-maximal effect; % is scaled to controls: 0 for no effect and ±100 for the full control effect; nearly all actives have a fitted effect of over 55% in size
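Kinase-Glo luminescence reports ATP generated from ADP (0.1 mM) and PEP (0.5 mM) by purified hPK-M2 after 1 h at room temperature, pH 7.2 imidazole buffer; intermediate enzyme activity allows detecting inhibitors and activators.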
NPC1 promoter act: NPC1 promoter activation. Huh7 NPC1 promoter luciferase reporter, 24 h. Potency, µM (titrated, usually from 9.22 µM), for the others: at the highest dose activation, most hits filed as activators. actives 2.4% (n = 320,000);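 also: potency is read from the fitted curve at half-maximal effect; % of control where 0% means no effect; nearly all actives have a fitted effect of over 60% in size; reporter is driven by a mutant NPC1 promoter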
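In 1536-well qHTS, Huh7 cells harboring an NPC1 promoter–luciferase construct received compound for 24 h; activation was quantified by luminescence following luciferase reagent addition.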
ELG1 genotoxic: induces genotoxicity in HEK293T cells with luciferase-tagged ELG1 | HEK293T ELG1-luciferase reporter, luminescence, 16 h | Potency, µM (doses to about 46 µM), for the others: at the top dose activity change, positive = activation, actives largely listed as activators | actives 1.3% (n = 330,000) | AID 504466; also: potency is read from the fitted curve at half-maximal effect; % of control where 0% means no effect; nearly all actives have a fitted effect of over 60% in size
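16 hr compound incubation (37 °C, 5% CO2) of HEK293T cells carrying luciferase-tagged ELG1; luciferase then measured by ONE-Glo luminescence after 30 min at RT.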
VP16 counter: counter-screen for ROR gamma inhibitors: Gal4-VP16 reporter | actives 3.5% (n = 310,000) | Potency, µM (top dose mostly 53.6 µM), for the others: top-dose activity, negative = inhibition, hits mostly inhibitors | AID 2546 | Drosophila S2 Gal4-VP16 UAS-luciferase, luminescence, 20 h;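 also: Gal4-VP16 expression switched on by copper sulfate through the metallothionein promoter; potency is read from the fitted curve at half-maximal effect; % is scaled to controls: 0 for no effect and ±100 for the full control effect; nearly all actives have a fitted effect of over 50% in size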
Active calls of the source: *; & = joins results of further samples; [ ] = another dose, or the depositor's remark. Unless noted, calls follow the shape of the dose curve; as a rule, active = well fitted curve in the direction sought with a large enough effect; inconclusive = small, poorly fitted or top-dose-only effect, or another doubt; inactive = no such curve, though single readings can be large; an effect the other way counts as inactive or inconclusive. Some of the compounds tested; the hit share may differ from the screen's.

For CC(OC(=O)CCN=C1NS(=O)(=O)c2ccccc21)C(=O)Nc1ccc(F)cc1Cl (configuration not stated) the results were Rab9 prom act 0%, p53 reactivator -8%, BRCA1 expr act 1%, Giardia killer 1, FLuc modulator -2%, NPC1 promoter act -3% and ELG1 genotoxic 0%.
`COc1ccccc1OCCOc1ccc(C(=O)c2ccccc2)cc1` gave Rab9 prom act -3%, p53 reactivator -2%, BRCA1 expr act -22%, Giardia killer -7, RORgamma inh inconclusive, FLuc modulator -4%, Menin MLL FP TR 1%, PKM2 activator 19%, NPC1 promoter act 2%, ELG1 genotoxic -1% and VP16 counter -2%.
CC(=O)/C=C\c1ccc(OC(=O)c2cccnc2)cc1 was read as Rab9 prom act 1%, p53 reactivator -1%, BRCA1 expr act -2%, Giardia killer 4, RORgamma inh -24%, FLuc modulator -7%, Menin MLL FP TR -3%, PKM2 activator 0%[11.5 µM], NPC1 promoter act 2%, ELG1 genotoxic 2% and VP16 counter 15%.
`COc1ccc(NC(=O)CN(c2ccccc2)S(=O)(=O)N(C)C)cc1Cl` gave Rab9 prom act -3%, p53 reactivator 1%, BRCA1 expr act -38%, Giardia killer 1, RORgamma inh -16%, FLuc modulator 1%, Menin MLL FP TR 4%, PKM2 activator 2%, NPC1 promoter act -7%, ELG1 genotoxic 1% and VP16 counter -1%.
CCOC(=O)Cc1cc(=O)n2[nH]c(C)c(-c3ccc(OC)cc3)c2n1 was read as Rab9 prom act inconclusive, p53 reactivator 5%, BRCA1 expr act -9%, Giardia killer -7, RORgamma inh -15%[0.365 µM], FLuc modulator 2%, Menin MLL FP TR 3%, PKM2 activator 0%, NPC1 promoter act -1% and ELG1 genotoxic -1%.
Screening O=c1oc2ccccc2c2c1ncn2-c1ccccc1 returned Rab9 prom act 3%, p53 reactivator -12%, BRCA1 expr act -9%, Giardia killer -10, RORgamma inh -26%, FLuc modulator 0%, Menin MLL FP TR -19%, PKM2 activator -3%, NPC1 promoter act 2%, ELG1 genotoxic inconclusive and VP16 counter 0%.
COc1ccc(CNC(=O)CCCCCn2c(SCC#N)nc3cc4c(cc3c2=O)OCO4)cc1 was read as Rab9 prom act -6%, p53 reactivator -13%, BRCA1 expr act 7%, Giardia killer 3, RORgamma inh 3%, FLuc modulator -1%, Menin MLL FP TR 10%, PKM2 activator -18%, NPC1 promoter act -3%, ELG1 genotoxic -7% and VP16 counter -29%.
Screening O=C(c1ccccc1[N+](=O)[O-])N1CCC(Cc2ccccc2)CC1 returned Rab9 prom act -5%, p53 reactivator -4%, BRCA1 expr act 4%, Giardia killer 8, RORgamma inh 4%, FLuc modulator 1%, Menin MLL FP TR -16%, PKM2 activator 5%, NPC1 promoter act -8%, ELG1 genotoxic -5% and VP16 counter -5%.
CS(=O)(=O)Nc1ccc(-c2n[nH]c(=S)n2-c2ccccc2)cc1 was read as Rab9 prom act -1%, p53 reactivator -2%, BRCA1 expr act 1%, Giardia killer 13, RORgamma inh inconclusive, FLuc modulator 3%, Menin MLL FP TR 17%, PKM2 activator -16%, NPC1 promoter act 0%, ELG1 genotoxic 0% and VP16 counter 9%.
For O=S(=O)(NCc1ccco1)c1ccc2ccccc2c1 the results were Rab9 prom act 12%, p53 reactivator 15%, BRCA1 expr act -10%, Giardia killer -19, RORgamma inh 15%, FLuc modulator 0%, NPC1 promoter act 0%, ELG1 genotoxic 5% and VP16 counter 0%.
For CCC1CN(C(=O)N2CCC(C(=O)NCCc3ccccc3)CC2)c2ccccc2O1 (configuration not stated) the results were Rab9 prom act -4%, p53 reactivator -3%, BRCA1 expr act -22%, Giardia killer -6, RORgamma inh 1%, FLuc modulator 1%, NPC1 promoter act -4%, ELG1 genotoxic -8% and VP16 counter 0%.
For CCCC(C)NC1=NCCCCC1 (configuration not stated) the results were Rab9 prom act -2%, p53 reactivator 1%, BRCA1 expr act -3%, Giardia killer 15, RORgamma inh 0%, FLuc modulator 1%, Menin MLL FP TR -17%, PKM2 activator 4%, NPC1 promoter act 2%, ELG1 genotoxic 2% and VP16 counter -7%.
Cc1ccc(-n2[nH]c(C)c(/C=C3/C=Nc4ccccc43)c2=O)cc1C was read as Rab9 prom act -1%, p53 reactivator inconclusive, BRCA1 expr act -14%, Giardia killer -8, RORgamma inh -28%, FLuc modulator -2%, Menin MLL FP TR inconclusive, PKM2 activator 1%, NPC1 promoter act 16%, ELG1 genotoxic 12% and VP16 counter -9%.
Screening CN(CC(=O)Nc1cc(S(=O)(=O)N2CCCCCC2)ccc1Cl)Cc1ccc2c(c1)OCO2 returned Rab9 prom act 0%, p53 reactivator 25%, BRCA1 expr act -17%, Giardia killer -1, NPC1 promoter act -3% and ELG1 genotoxic -4%.
COc1ccc(NC(=O)c2ccc(COc3ccccc3)o2)cc1 was read as Rab9 prom act -1%, p53 reactivator -8%, BRCA1 expr act 42%, Giardia killer 1, RORgamma inh 29%, FLuc modulator 24µM*, Menin MLL FP TR 12%, PKM2 activator 9%, NPC1 promoter act -2%, ELG1 genotoxic -1% and VP16 counter 9%.
`CC(=O)c1ccc(NC(=O)COc2ccccc2C(=O)Nc2ccccc2)cc1` gave Rab9 prom act 12%, p53 reactivator -8%, BRCA1 expr act -59%&-10%, Giardia killer 0, RORgamma inh 33%, FLuc modulator inconclusive, PKM2 activator 0%, NPC1 promoter act 13%, ELG1 genotoxic -17% and VP16 counter 1%.
Screening Cc1cc(NC(=O)C(C)SCC(=O)N(C)CC(=O)Nc2ccc(Br)cc2C)no1 (configuration not stated) returned Rab9 prom act -1%, p53 reactivator -3%, BRCA1 expr act -1%, Giardia killer 1, RORgamma inh 13µM*, FLuc modulator 1%, PKM2 activator -2%, NPC1 promoter act 1%, ELG1 genotoxic -11% and VP16 counter 13µM*.
For Cc1cccc(NC(=S)NNC(=O)c2nn(C)cc2Cl)c1 the results were Rab9 prom act -7%, p53 reactivator 7%, BRCA1 expr act -17%, Giardia killer -2, RORgamma inh inconclusive, FLuc modulator inconclusive, Menin MLL FP TR 15%, PKM2 activator -1%, NPC1 promoter act -4%, ELG1 genotoxic 2% and VP16 counter 1%.
`COc1ccc(C(=O)N/C(=C\c2ccco2)C(=O)NC2CCS(=O)(=O)C2)cc1` (configuration not stated) gave Rab9 prom act -1%, p53 reactivator 0%, BRCA1 expr act -4%, Giardia killer -14, RORgamma inh -10%, FLuc modulator -1%, Menin MLL FP TR 4%, PKM2 activator -2%, NPC1 promoter act -4%, ELG1 genotoxic 21% and VP16 counter 5%.
`CC(C)N(CCNC(=O)C1CCN(S(=O)(=O)N2CCOCC2)CC1)Cc1ccccc1` gave Rab9 prom act 4%, p53 reactivator 3%, BRCA1 expr act 4%, Giardia killer 21, RORgamma inh 8%, FLuc modulator 1%, Menin MLL FP TR 14%, PKM2 activator 0%, NPC1 promoter act -1%, ELG1 genotoxic 1% and VP16 counter 0%.
Screening c1ccc2sc(N3CN(CCN4CCOCC4)CN(c4nc5ccccc5s4)C3)nc2c1 returned Rab9 prom act 18%, p53 reactivator inconclusive, BRCA1 expr act inconclusive, Giardia killer -4, RORgamma inh -1%, FLuc modulator -1%, Menin MLL FP TR -14%, PKM2 activator -6%, NPC1 promoter act 14%, ELG1 genotoxic 3% and VP16 counter -2%.
For Cc1ccc(S(=O)(=O)N2CCCC2CNC(=O)C(=O)Nc2ccc(F)cc2)cc1 (configuration not stated) the results were Rab9 prom act -1%, p53 reactivator 1%, BRCA1 expr act -55%, Giardia killer 11, FLuc modulator -20%, NPC1 promoter act -8% and ELG1 genotoxic -6%.
Nc1nc(N2CCOCC2)cc(=O)[nH]1 was read as Rab9 prom act -2%, p53 reactivator 3%, BRCA1 expr act -37%, Giardia killer -29, RORgamma inh 42%, FLuc modulator 0%, Menin MLL FP TR -18%, PKM2 activator -2%, NPC1 promoter act -5%, ELG1 genotoxic 0% and VP16 counter -15%.
CCOC(=O)C(C)(C)N(Cc1ccc(Cl)cc1)S(=O)(=O)c1ccc(Cl)c([N+](=O)[O-])c1 was read as Rab9 prom act -3%, p53 reactivator -17%, RORgamma inh 14%, FLuc modulator 2%, Menin MLL FP TR 0%, PKM2 activator 0%, NPC1 promoter act 0%, ELG1 genotoxic -11% and VP16 counter inconclusive.
Screening Cc1ccc(C(=O)NCCc2cc3ccc(C)c(C)c3[nH]c2=O)cc1[N+](=O)[O-] returned Rab9 prom act -4%, p53 reactivator -3%, BRCA1 expr act -22%, Giardia killer -13, RORgamma inh 8%, FLuc modulator -2%, Menin MLL FP TR -6%, PKM2 activator -3%, NPC1 promoter act -2%, ELG1 genotoxic 0% and VP16 counter -12%.

Source: PubChem BioAssay
